NPY-Y1 PAM-ag: potentiators or agonists of human neuropeptide Y receptor Y1. actives 0.37% (n = 220,000). activation, % at 3.6 µM. AID 1304. NPY-Y1 expressing cells, potentiator/agonist activation; in the data active means activation above about 33%, passing the limit was not always enough;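 further: cells stimulated with NPY at EC10 then isoproterenol at EC100; 0% = low agonist plus stimulus and 100% = saturating agonist plus stimulus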
NPY2 pot ag: potentiators or agonists of human neuropeptide Y receptor Y2; activation, % at 3.6 µM; P49146; AID 1359; actives 0.45% (n = 220,000); cells expressing NPY-Y2, potentiator/agonist read-out; in the data active means activation above about 27%;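 further: cells stimulated with NPY near EC25 plus isoproterenol at EC100; 0% = vehicle plus submaximal agonist and 100% = vehicle plus saturating agonist; some results beyond the cut were filed as inactive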
Target sequence (P49146 whole entry, looked up): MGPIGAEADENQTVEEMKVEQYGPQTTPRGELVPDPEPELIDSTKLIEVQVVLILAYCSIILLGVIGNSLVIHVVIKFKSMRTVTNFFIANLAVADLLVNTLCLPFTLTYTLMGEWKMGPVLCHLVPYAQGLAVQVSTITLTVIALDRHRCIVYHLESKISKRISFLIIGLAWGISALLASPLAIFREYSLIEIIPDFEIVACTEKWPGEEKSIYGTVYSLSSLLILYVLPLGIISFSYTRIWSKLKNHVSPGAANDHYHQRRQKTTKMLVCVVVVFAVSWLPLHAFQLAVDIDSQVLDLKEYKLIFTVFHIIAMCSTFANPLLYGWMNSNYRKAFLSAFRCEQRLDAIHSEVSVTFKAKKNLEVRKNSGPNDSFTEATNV
Runt-SMMHC FRET: blocks binding of human RUNX1 Runt domain to CBFb-SMMHC. actives 0.74% (n = 220,000). Cerulean-Runt/Venus-CBFb-SMMHC FRET ratio 530/480, 1 h. inhibition, % at 20 µM. AID 1434;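 active means mean inhibition across duplicate retests at 20 µM reaching about 50%, limit read from the data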;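 further: 0% = DMSO wells and 100% = wells with excess untagged CBFb-SMMHC; inhibitors lower the FRET ratio by blocking Runt binding to CBFb-SMMHC; some results filed as inactive read as strong as hits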
Target sequence (Q01196 whole entry, looked up, the tested form may be a part): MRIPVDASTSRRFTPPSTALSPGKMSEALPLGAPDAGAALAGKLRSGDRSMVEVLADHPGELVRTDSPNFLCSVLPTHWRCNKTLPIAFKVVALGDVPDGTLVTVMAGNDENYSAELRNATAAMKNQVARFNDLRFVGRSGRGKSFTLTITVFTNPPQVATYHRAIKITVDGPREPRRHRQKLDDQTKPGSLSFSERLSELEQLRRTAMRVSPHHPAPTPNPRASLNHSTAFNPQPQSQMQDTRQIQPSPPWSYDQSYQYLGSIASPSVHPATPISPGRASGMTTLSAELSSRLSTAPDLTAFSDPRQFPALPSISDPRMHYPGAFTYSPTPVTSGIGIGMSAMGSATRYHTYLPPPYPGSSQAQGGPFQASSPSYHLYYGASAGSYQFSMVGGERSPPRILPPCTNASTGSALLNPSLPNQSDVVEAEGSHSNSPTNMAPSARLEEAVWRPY
Target sequence (Q13951 whole entry, looked up, the tested form may be a part): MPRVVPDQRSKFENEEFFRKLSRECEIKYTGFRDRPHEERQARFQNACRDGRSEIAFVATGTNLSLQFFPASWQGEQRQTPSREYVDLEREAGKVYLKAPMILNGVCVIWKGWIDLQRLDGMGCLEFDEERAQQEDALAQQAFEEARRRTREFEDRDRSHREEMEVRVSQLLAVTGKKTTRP
Mdm2 ligase inh: blocks human Mdm2 ubiquitin ligase activity; Q00987; cell-based MDM2 ubiquitination luciferase reporter, 2 h; 0 = plate control, 100 = twice control, blank-subtracted; signal enhancement, % at 5 µM; actives 0.11% (n = 210,000); AID 1230;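 active means signal enhancement of 30% or more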;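 further: luminescence tracks abundance of the self-degrading MDM2-luciferase fusion protein; higher signal means inhibition of MDM2 E3 ligase activity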
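Timing – 2 h compound exposure at 37 °C · Assay system – mammalian cells stably expressing self-ubiquitinating, self-degrading MDM2 E3–luciferase fusion · Amount – 2000 cells seeded into each well · Measure – % luminescence enhancement versus blank-corrected plate control mean · Measured by – SteadyLite luminescence, 15 min reagent step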
Runt-CBFb FRET: blocks binding of human RUNX1 Runt domain to CBFb | AID 1496 | actives 0.46% (n = 220,000) | Cerulean-Runt/Venus-CBFb FRET ratio 530/480, 1 h | inhibition, % at 20 µM;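 active means inhibition over about 50% at 20 µM in the single-dose screen, limit read from the data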;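 further: 0% = DMSO wells and 100% = excess unlabeled CBFb competitor control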
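Buffer or medium: Tris pH 7.5 buffer with BSA. Assay system: Cerulean-labeled Runt domain protein. Amount: each fluorescent fusion protein 100 nM. Read-out basis: loss of energy transfer signal. Incubation: 1 h compound exposure, room temperature. Probe or stimulus: Venus-CBFb binding partner, 100 nM. Detection: FRET, excitation 422 nm, emission at 530 and 480 nm.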
Hck-Nef inh: inhibitors of human Hck kinase activated by Nef | P08631 | Recombinant Hck-YEEI plus Nef, Z-Lyte FRET kinase assay | inhibition, % at 20 µM | actives 0.68% (n = 220,000);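 active means Hck-Nef kinase inhibition above about 50%, limit read from the data; inactive means inhibition below that limit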;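 further: 0% = DMSO with Hck plus Nef and 100% = Hck alone without Nef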
RBBP9 inhibitor: human RBBP9 hydrolase inhibition | O75884 | recombinant RBBP9, FP-Rh probe fluorescence polarization | inhibition, % at 7.94 µM | actives 0.2% (n = 220,000);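 active means inhibition above the campaign mean of all tested compounds plus 3 SD, cut at about 14% in these data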;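 further: plate controls were DMSO wells with RBBP9 for no effect and wells lacking RBBP9 protein for full effect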
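System: RBBP9 protein | Quantity: 2.5 µM RBBP9 dispensing solution, before mixing | Reagent: FP-Rh probe, 375 nM dispensing solution | Timing: Enzyme-compound preincubation 30 min, then probe labeling 45 min, 25 °C | Measured by: Fluorescence polarization | Read-out: % inhibition | Replication: One well per compound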
p97 ATPase inh: human p97 ATPase inhibition | P55072 | AID 1481 | actives 0.42% (n = 220,000) | recombinant p97 ATPase, Kinase-Glo ATP luminescence, 3 h | inhibition, % at 8 µM; in the data active means inhibition above about 15%;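 further: 0% = DMSO vehicle and 100% = wells lacking enzyme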
NPY Y1 blocker: blocks the human neuropeptide Y Y1 receptor. P25929. HEK293-CNG Y1 cells, membrane potential fluorescence; NPY at EC95, then isoproterenol. inhibition, % at 3.6 µM. actives 1% (n = 200,000);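 active means inhibition above the campaign mean inhibition of all tested compounds plus 3 SD, cut at about 20% in these data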;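 further: 0% = DMSO wells given NPY plus isoproterenol and 100% = isoproterenol alone without NPY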
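material = HEK293 cells with Y1 receptor plus CNG channel | also added = NPY 25 nM then isoproterenol 1 µM plus Ro 20-1724 25 µM | schedule = dye 3 h, compound 60 min room temperature, stimulation 45 min | measured by = membrane potential fluorescence | benchmarks = high control isoproterenol alone, low control NPY with isoproterenol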
Starred values were filed as active, the others as inactive; . = no result given. Rows are unselected. About 3.5% of those tested had a hit in this group.

SMILES	NPY-Y1 PAM-ag	NPY2 pot ag	Runt-SMMHC FRET	Mdm2 ligase inh	Runt-CBFb FRET	Hck-Nef inh	RBBP9 inhibitor	p97 ATPase inh	NPY Y1 blocker
COc1ccc(/C(O)=C2\C(=O)C(=O)N(c3cc(C)on3)C2c2ccccc2OC)cc1C (configuration not stated)	13	9	1	7	2	-11	-6	0	3
COc1cccc(CNC(=O)c2cc3ccccn3n2)c1	-20	-13	3	-26	2	3	2	2	10
C/C=C(\C)C(=O)Nc1cccc(C2=NOC3(C2)C[C@@H](C(N)=O)N(C(=O)c2ccccc2C(=O)c2ccccc2)C3)c1 (some centres not stated)	.	.	-4	2	2	21	.	.	.
CCCc1cc(NCc2ccccn2)n2nc(C)c(-c3ccccc3)c2n1	3	-3	-3	0	-2	-2	-4	-9	.
O=S(=O)(c1ccc(N2CCCC2)nc1)N1CCOCC1	-40	-7	1	0	2	1	-6	-2	8
Cc1ccc(NC(=O)C2CCN(C(=O)NC3CCCCC3)CC2)c(C)c1	-32	-12	6	2	-1	-7	-5	-9	1
CCNC(=O)CC1C(=O)N(c2ccccc2)C(=O)N1CCC(C)C (configuration not stated)	2	-19	-6	-20	0	-8	-4	-1	4
O=C(CSCc1ccc(Cl)cc1)NN=C1CCCC1	-9	-4	-4	-2	-1	4	-6	-6	3
Cc1ccc(NC(=O)COC(=O)CNC(=O)c2ccc3ccccc3c2)c([N+](=O)[O-])c1	-4	0	2	-1	-1	1	3	0	-1
CCn1c(CNC(=O)COc2ccc(C(C)C)cc2)nnc1SCC(=O)Nc1ccccc1C(C)C	-16	2	0	-14	-7	-1	-4	-3	-6
COc1ccc(CCNC(=O)CSc2nnc(C(C)N(C)C)n2Cc2ccccc2)cc1OC (configuration not stated)	-13	-4	2	0	2	28	1	2	0
COc1ccccc1NC(=S)NC12CN3CN(CN(C3)C1)C2	-1	1	0	-7	0	24	-6	4	1
O=C(NCCc1cccc(Cl)c1)c1ccc(Cl)c([N+](=O)[O-])c1	27	35*	0	-16	-1	0	-6	3	4
Cc1ccc(C)c(Cn2nnc3c(=O)[nH]c(C(=O)NCc4ccco4)nc32)c1	-18	-14	-1	-9	-1	5	-14	-9	11
Cc1cc(C)cc(N(C(C)C(=O)NC2CCCC2)S(C)(=O)=O)c1 (configuration not stated)	-13	-4	2	-11	1	-2	-1	3	-1

Overlap with the part before: 2 entries; new compounds follow.
SMILES	NPY-Y1 PAM-ag	NPY2 pot ag	Runt-SMMHC FRET	Mdm2 ligase inh	Runt-CBFb FRET	Hck-Nef inh	RBBP9 inhibitor	p97 ATPase inh	NPY Y1 blocker
Cc1ccc(C)c(Cn2nnc3c(=O)[nH]c(C(=O)NCc4ccco4)nc32)c1	-18	-14	-1	-9	-1	5	-14	-9	11
Cc1cc(C)cc(N(C(C)C(=O)NC2CCCC2)S(C)(=O)=O)c1 (configuration not stated)	-13	-4	2	-11	1	-2	-1	3	-1
O=C(Nn1c(SCc2ccc(F)cc2)nc2ccsc2c1=O)c1ccccc1	-2	-10	-2	-7	-6	7	2	3	5
O=C(c1ccco1)N1CCN(C(c2ccccc2F)c2nnnn2CC2CCCO2)CC1 (configuration not stated)	-2	3	-4	-8	0	0	-4	-3	-3
COc1ccc(-n2cc(CNCCc3ncc(C)[nH]3)c(-c3ccccc3Cl)n2)cc1	-9	-22	.	15	.	17	5	8	11
CC(C)c1ccc(NC(=O)CCNS(=O)(=O)c2cccc3nsnc23)cc1	3	3	0	-11	-1	1	-6	-1	0
Cn1c(=O)n(-c2ccc(Cl)cc2)c(=O)c2c3c(sc21)COC(C)(C)C3	4	5	0	2	-2	1	-5	-2	2
COC(=O)C1=CN(Cc2ccc(OC)c(OC)c2)C=C(C(=O)OC)C1c1cccs1	7	-14	16	4	8	79*	13	0	15
Cn1c(=O)n(C)c2cc(/C=C(/C#N)C(=O)NCc3ccco3)ccc21	9	4	2	-6	0	23	-7	5	3
COc1ccccc1OCCNC(=O)c1cccs1	-8	9	2	-17	-1	0	-3	2	0
CCCc1cc(N2CCCC(C(=O)NCC)C2)n2ncnc2n1 (configuration not stated)	5	-1	-1	-32	-1	0	-8	3	1
COCC(C)N=C1NN=C(c2cccs2)C(CC(=O)O)S1 (configuration not stated)	5	3	8	1	2	16	-4	2	1
CCN(Cc1ccccc1)C(c1ccc(C)cc1)c1nnnn1C(C)(C)CC (configuration not stated)	-28	-27	0	-1	0	-6	-3	0	19
CC(C)NC(=O)[C@H](CSCc1ccccc1)N1Cc2ccccc2C1=O	-7	3	0	.	-1	-5	3	5	-3
COn1c(=O)c(=O)n(O)c2ccccc21	2	-4	-8	-18	0	-2	2	-4	5
COC(=O)C1CCN(C(=O)NC(C)(C)C)CC1	13	-3	1	7	-2	1	-5	-5	-5
FCCCOc1ccc(-c2ccnc3ncnn23)cc1	-16	12	-1	-10	1	-8	-16	-1	3
Cc1ccc(C)c(NC(=S)N(CCc2ccncc2)C(C)C)c1	-9	7	0	-23	-11	2	5	3	-3
CCNS(=O)(=O)c1ccc(S(=O)(=O)N(Cc2ccccn2)C2CCCCC2)cc1	-2	-1	1	-12	-2	-3	-9	-5	-2
O=C(/C=C/c1ccccc1)N1CCN(CCN2C(=O)c3cccc4cccc(c34)C2=O)CC1	-17	-7	-16	3	-11	3	-3	2	2
COCCCN(C(=S)Nc1cc(Cl)cc(Cl)c1)C(C)c1ccncc1 (configuration not stated)	-23	-8	21	-16	19	0	-4	5	3
CCOc1ccc(OCC(=O)Nc2ccccc2C(F)(F)F)cc1	-12	5	-4	-2	-4	28	-3	1	0
Cc1ccc(Cn2cccc2/C=C2/C(=N)N3C=CSC3=NC2=O)cc1	2	3	-72	-46	-48	1	-6	-4	-2
O=C(c1cccc(Br)c1)N1CCN(c2cnn(-c3ccccc3)c(=O)c2Cl)CC1	-3	6	0	-12	0	-4	-8	4	-2
COc1ccc(N(CC(=O)NCc2ccccc2C)S(=O)(=O)c2ccccc2[N+](=O)[O-])c(OC)c1	-1	-8	-2	0	1	-2	1	3	6
COCCn1c(=O)[nH]c2cc(C(=O)Nc3cccc(F)c3)ccc2c1=O	-12	-4	-2	-1	2	-6	-3	0	2
Cc1nn2c(-c3ccccc3)ccnc2c1-c1ccccc1	-4	-5	-3	21	-5	7	0	3	4
CC1CC(C)CN(c2oc(-c3ccco3)nc2C#N)C1 (configuration not stated)	-33	3	-8	-6	0	1	9	0	24*
O=S(=O)(c1ccc(Br)s1)N1CCN(Cc2ccc3c(c2)OCO3)CC1	-11	-15	3	-5	1	2	-4	2	6
CN1CCc2c(sc3c2C(=O)NC(c2ccccn2)N3)C1 (configuration not stated)	11	12	65*	-5	99*	7	-1	2	1
O=C1N=C(N2CCN(c3ccccc3)CC2)S/C1=C\c1ccco1	-8	-20	-10	-3	1	33	-1	-1	11
Fc1ccccc1NC(=S)N1CCN(Cc2ccccc2)CC1	-14	6	2	-4	1	0	-5	-2	4
NC(=O)CSc1nc2scc(-c3ccco3)c2c(=O)n1-c1ccccc1	0	3	0	-7	16	2	-12	15*	-4
C#CC[N+]1(CC#Cc2ccc(C)cc2)CCCCC1	-5	9	3	.	1	1	-3	8	6
Cn1ccnc1SCC(=O)c1ccc(Cl)cc1	-3	-16	6	-13	4	8	-4	-3	2
CN(C)c1ccc(Sc2nnc(NC(=O)Nc3ccc(Cl)cc3Cl)s2)cc1	4	9	2	-3	1	6	-2	4	1
O=C(O)/C=C/S(=O)(=O)c1ccc2ccccc2c1	4	-37	-4	-8	1	7	-4	11	.
CCOCCN(C=O)c1cccc(OC)c1	-6	-12	-6	-29	0	2	-5	-5	-5
COc1ccc(S(=O)(=O)N(C)CC(=O)N2CCN(c3ccc(F)cc3)CC2)cc1OC	-29	-6	-2	-3	2	-2	-3	-3	5
CC1=C(C(=O)N2CCOCC2)C(c2cccs2)NC(=O)N1 (configuration not stated)	6	3	1	-12	-2	0	-12	0	2
Cc1c(C(=O)NCCSCc2ccc(F)cc2)cnn1-c1ccc(Cl)cc1	8	-1	-2	-13	-2	21	-1	-6	.
CSc1nc(N2CCCC2)c2c(c1C#N)CC(C)(C)OC2	-13	-8	2	-3	-2	0	-9	-1	2
CCOC(=O)CCN(Cc1sccc1C)S(=O)(=O)c1ccc(F)cc1	-2	-11	-1	-10	1	-2	-7	-8	4

Twelve entries from above, in CSV form:
canonical_smiles,NPY-Y1 PAM-ag,NPY2 pot ag,Runt-SMMHC FRET,Mdm2 ligase inh,Runt-CBFb FRET,Hck-Nef inh,RBBP9 inhibitor,p97 ATPase inh,NPY Y1 blocker
CC(C)NC(=O)[C@H](CSCc1ccccc1)N1Cc2ccccc2C1=O,-7,3,0,.,-1,-5,3,5,-3
COn1c(=O)c(=O)n(O)c2ccccc21,2,-4,-8,-18,0,-2,2,-4,5
COC(=O)C1CCN(C(=O)NC(C)(C)C)CC1,13,-3,1,7,-2,1,-5,-5,-5
FCCCOc1ccc(-c2ccnc3ncnn23)cc1,-16,12,-1,-10,1,-8,-16,-1,3
Cc1ccc(C)c(NC(=S)N(CCc2ccncc2)C(C)C)c1,-9,7,0,-23,-11,2,5,3,-3
CCNS(=O)(=O)c1ccc(S(=O)(=O)N(Cc2ccccn2)C2CCCCC2)cc1,-2,-1,1,-12,-2,-3,-9,-5,-2
O=C(/C=C/c1ccccc1)N1CCN(CCN2C(=O)c3cccc4cccc(c34)C2=O)CC1,-17,-7,-16,3,-11,3,-3,2,2
COCCCN(C(=S)Nc1cc(Cl)cc(Cl)c1)C(C)c1ccncc1 (configuration not stated),-23,-8,21,-16,19,0,-4,5,3
CCOc1ccc(OCC(=O)Nc2ccccc2C(F)(F)F)cc1,-12,5,-4,-2,-4,28,-3,1,0
Cc1ccc(Cn2cccc2/C=C2/C(=N)N3C=CSC3=NC2=O)cc1,2,3,-72,-46,-48,1,-6,-4,-2
O=C(c1cccc(Br)c1)N1CCN(c2cnn(-c3ccccc3)c(=O)c2Cl)CC1,-3,6,0,-12,0,-4,-8,4,-2
COc1ccc(N(CC(=O)NCc2ccccc2C)S(=O)(=O)c2ccccc2[N+](=O)[O-])c(OC)c1,-1,-8,-2,0,1,-2,1,3,6

High-throughput results: PubChem, several laboratories
